# Giardia FBPA inh: qHTS Assay for Inhibitors of Fructose-1,6-bisphosphate Aldolase from Giardia Lamblia; purified Giardia FBPA; Potency, µM (highest dose often 59.6 µM), without a hit: at the highest dose activity, negative = inhibition, hits mostly inhibitors; 290,000 tested, 0.71% active; AID 2451, 2010; A8B2U2; also: potency is read from the fitted curve at half-maximal effect; nearly all actives have a fitted effect of over 55% in size
# Target sequence (A8B2U2 whole entry, looked up): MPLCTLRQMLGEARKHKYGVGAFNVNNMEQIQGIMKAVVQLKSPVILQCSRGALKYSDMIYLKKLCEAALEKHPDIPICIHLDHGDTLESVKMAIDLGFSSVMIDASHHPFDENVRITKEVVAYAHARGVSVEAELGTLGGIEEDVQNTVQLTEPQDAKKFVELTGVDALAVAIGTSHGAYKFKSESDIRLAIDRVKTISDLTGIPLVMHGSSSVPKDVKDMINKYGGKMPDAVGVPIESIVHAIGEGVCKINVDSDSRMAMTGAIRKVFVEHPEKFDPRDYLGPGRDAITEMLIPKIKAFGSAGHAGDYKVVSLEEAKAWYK
#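 40 nM FBPA preincubated 10 min at RT with compound (up to 57.5 uM final), then substrate plus GAPDH/TPI/NAD/arsenate coupling and diaphorase/resazurin added. Fluorescence read after 20 min at RT, 525/598 nm.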
# Sm TGR block: qHTS Assay for the Inhibitors of Schistosoma Mansoni Peroxiredoxins | purified TGR, DTNB reduction, TNB absorbance 405 nm | Potency, µM (doses to about 114 µM), for inactives: top-dose activity change, negative = inhibition, hits mostly inhibitors | Schistosoma mansoni thioredoxin glutathione reductase (TGR), Q962Y6 | AID 485364, 2010 | 360,000 tested, 3% active; also: potency is read from the fitted curve at half-maximal effect; nearly all actives have a fitted effect of over 60% in size
#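 Kinetic colorimetric format: TGR-catalysed, NADPH-driven DTNB reduction monitored via TNB absorbance. Enzyme dispensed at 20 nM; compound exposure 15 min at room temperature before reaction start.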
# AmpC no deterg: qHTS Inhibitors of AmpC Beta-Lactamase (assay without detergent); AmpC nitrocefin hydrolysis, absorbance 480 nm, 0.0001% Triton; Potency, µM (top dose mostly 57.1 µM), for inactives: at the top dose activity change, negative = inhibition, actives largely listed as inhibitors; 330,000 tested, 0.52% active;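 also: potency is read from the fitted curve at half-maximal effect; plate controls were no compound for no effect and no enzyme for full effect; nearly all actives have a fitted effect of over 20% in size; some results filed as inactive show a strong effect at the top dose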
# Target sequence (P00811 whole entry, looked up): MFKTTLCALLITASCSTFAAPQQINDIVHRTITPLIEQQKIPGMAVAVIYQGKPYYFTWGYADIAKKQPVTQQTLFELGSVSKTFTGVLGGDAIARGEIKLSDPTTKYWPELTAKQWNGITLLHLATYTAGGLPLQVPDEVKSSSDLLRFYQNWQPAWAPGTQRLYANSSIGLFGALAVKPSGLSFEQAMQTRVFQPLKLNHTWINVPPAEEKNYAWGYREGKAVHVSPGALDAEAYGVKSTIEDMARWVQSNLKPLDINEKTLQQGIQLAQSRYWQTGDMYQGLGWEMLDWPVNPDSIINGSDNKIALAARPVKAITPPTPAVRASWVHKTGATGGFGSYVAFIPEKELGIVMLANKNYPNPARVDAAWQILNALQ
#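 20 mM phosphate pH 7.0 + 0.01% (detergent screen) or 0.0001% Triton X-100; 5.3 nM AmpC reagent; cpd preinc 15 min RT; nitrocefin (800 uM stock) to start; A480 q20 s × 4 min; Activity was normalised to no-enzyme and no-compound control wells.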
# AMA1-RON2 inh: qHTS for Inhibitors of AMA1-RON; Towards Development of Antimalarial Drug Lead: Primary Screen | Plasmodium falciparum AMA1 (3D7) - RON2 peptide interaction | AlphaScreen AMA1-biotinylated RON2 peptide binding | Potency, µM (titrated, usually from 58.2 µM), for inactives: top-dose activity change, negative = inhibition, actives largely listed as inhibitors | 360,000 tested, 0.2% active | AID 720542, 2013;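 also: potency is read from the fitted curve at half-maximal effect; 0% = vehicle wells and -100% = peptide control; nearly all actives have a fitted effect of over 45% in size; some results filed as inactive show a strong effect at the top dose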
#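 AMA1 (3D7) with his tag at 25 nM final met compounds first, then biotinylated RON2 peptide at 25 nM; detection used donor plus acceptor beads, 10 µg/mL apiece, read by AlphaScreen after 30 min at room temperature.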
# AmpC detergent: qHTS Inhibitors of AmpC Beta-Lactamase (assay with detergent); Potency, µM (top dose mostly 114 µM), for the others: top-dose activity change, negative = inhibition, actives largely listed as inhibitors; P00811; 370,000 tested, 0.041% active; AmpC hydrolysis of nitrocefin, absorbance 480 nm, 0.01% Triton; AID 485294, 2010;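 also: potency is read from the fitted curve at half-maximal effect; 0% = no-compound wells and -100% = no-enzyme wells; nearly all actives have a fitted effect of over 25% in size; some results filed as inactive show a strong effect at the top dose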
#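 AmpC (5.3 nM in the dispensed reagent) in 20 mM phosphate pH 7.0 with 0.01% (detergent screen) or 0.0001% Triton X-100 was preincubated with compounds for 15 min at room temperature. Nitrocefin was then added from an 800 uM solution, and hydrolysis was followed at 480 nm.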
# HCMV inh: qHTS Assay for inhibitors of the human cytomegalovirus (HCMV) | activity change, negative = inhibition, % at 57.5 µM | 410,000 tested, 4.5% active | HFF cells, HCMV-luciferase reporter, 72 h; active compounds read low | AID 1259415, 2018; in the data active = activity change below about -60%; inconclusive = no clear call, values can overlap the other calls; inactive = above about -39%
#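 Human foreskin fibroblasts infected with luciferase-reporter HCMV at MOI 1 PFU/cell, compounds at two doses. Luciferase measured 72 h post infection; normalized to buffer-only basal and Salinomycin (10uM) controls.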
# Numbers without * were called inactive; ? = inconclusive; . = no result given; [ ] = another dose, or the depositor's remark. Unless noted, calls follow the shape of the dose curve; as a rule, active = well fitted curve in the direction sought with a large enough effect; inconclusive = small, poorly fitted or top-dose-only effect, or another doubt; inactive = no such curve, though single readings can be large; an effect the other way counts as inactive or inconclusive. Unless noted, % is scaled to controls: 0 for no effect and ±100 for the full control effect.
1: O=C(CCn1c(=S)[nH]c2cc3c(cc2c1=O)OCO3)N1CCc2ccccc2C1
2: CCOC(=O)N1CCc2c(sc3c2c(=O)n(CCc2ccccc2)c(=O)n3Cc2ccc(F)cc2)C1
3: CCCOCC1CC2(SC(=Nc3ccc(C)cc3)NC2=O)C(=O)O1 (centres undefined)
4: COC(=O)C1=CO[C@@H](O[C@@H]2O[C@H](CO)[C@@H](O)[C@H](O)[C@H]2O)[C@H]2[C@@H]1C(=O)C[C@@H]2C
5: CNC(=O)Cn1c(=O)c2cccn2c2ccc(F)cc21
6: CCOc1ccc(-c2cc(-c3nc(-c4ccc(C)cc4)no3)[nH]n2)cc1
assay / compound,1,2,3,4,5,6
Giardia FBPA inh,-7%,.,-9%,.,.,.
Sm TGR block,0%,-4%,7%,11%,-1%,16%
AmpC no deterg,-21%,.,-11%,-4%,.,.
AMA1-RON2 inh,.,.,6%,-2%,.,.
AmpC detergent,-15%,0%,3%,5%,17%,4%
HCMV inh,-20,-5,11,-26,64,-1

7: Cc1cccc(C(=O)NNC(=O)CSc2nnc(C3CC3)n2C)c1
8: CCOC(=O)c1c(NC(=O)CCl)sc(C(=O)N(CC)CC)c1C
9: CC(=O)NC1=NC(=O)C(C)S1 (centres undefined)
10: CCCCCc1ccc(-c2ccc(Br)cc2)nc1
11: C=CC(=O)NCC1OCCc2ccccc21 (centres undefined)
12: O=C(CNc1cccc(S(=O)(=O)N2CCCC2)c1)Nc1cccc(F)c1
assay / compound,7,8,9,10,11,12
Giardia FBPA inh,.,0%,-8%,.,0%,.
Sm TGR block,11%,35µM*,-19%,-3%,-3%[57.1 µM],-6%
AmpC no deterg,-7%,8%,-14%,.,-14%,-25%
AMA1-RON2 inh,37%[activator],1%,6%,.,-5%,-7%
AmpC detergent,-1%,-5%,-13%,18%,0%,-13%
HCMV inh,-22,-99*,-15,39,?,-6

13: CCOc1ccc(C(=O)NCCN2CCOCC2)cc1
14: Cc1cc(F)ccc1S(=O)(=O)Nc1ccccc1C(=O)NCc1ccccn1
15: Cc1cc(C)c(C(=O)CC2(O)C(=O)Nc3ccccc32)cc1C (centres undefined)
16: CC(C)c1ccc(-c2csc3nc[nH]c(=O)c23)cc1
17: CCCN(CC(=O)Nc1ccccc1C)C(=O)c1ccc(S(=O)(=O)N2CCCCCC2)cc1
18: Cc1nnc(SCC(=O)N2CCCCC2)n1CC1CCCO1 (centres undefined)
assay / compound,13,14,15,16,17,18
Giardia FBPA inh,1%,-11%,0%,-5%,.,1%
Sm TGR block,-2%,10%,-5%,-17%,2%,0%
AmpC no deterg,-8%,-23%,-6%,-22%,57%[activator],-15%
AMA1-RON2 inh,2%,57%[activator],3%,-10%,13%,17%
AmpC detergent,2%,2%,1%,?,0%,?
HCMV inh,3,-25,-10,?,6,-15

19: CN1CCc2c(sc(NC(=O)c3ccc(S(=O)(=O)N4CCCC4)cc3)c2C(N)=O)C1
20: CC(=O)c1ccc(NC(=S)Nc2cccc3cnccc23)cc1
21: Cc1ccc(-n2nnnc2SCC(=O)NCC2(N3CCCCC3)CCCCC2)c(C)c1
22: Cc1cc(C)c(OCC(=O)N2CC=C(c3ccccc3)CC2)c(C)c1
23: Cc1ccc(N2CCN(c3ccc(NC(=O)CCC(=O)O)cc3)CC2)cc1
24: COCCn1cc(C(=O)NCCN(C)C)c2c3ccccc3n(C)c2c1=O
assay / compound,19,20,21,22,23,24
Giardia FBPA inh,.,2µM*,.,.,1%,-3%
Sm TGR block,100µM*,20µM*,5%,1%,-12%,?
AmpC no deterg,39%,-9%,0%,5%,-28%,5%
AMA1-RON2 inh,4%,12%,-6%,52%[activator],-6%,10%
AmpC detergent,2%,8%,8%,5%,-11%,-9%
HCMV inh,-28,-22,7,-67*,-15,16

25: COc1nccc(C(F)(F)F)c1C(=O)Nc1ccc(Cl)cc1
26: CCCC(C(=O)Nc1nccs1)c1ccccc1 (centres undefined)
27: CC(=O)Cn1c(CN2CCCC2)nc2ccccc2c1=O
28: COC(=O)c1ccc(NC(=O)CSc2nccn2CCc2ccccc2)cc1
29: CC(=O)c1ccc(S(=O)(=O)N2CCN(CC(=O)Nc3ccc(Cl)c([N+](=O)[O-])c3)CC2)cc1
30: Cc1ccc(S(=O)(=O)N2CCCOC2CNC(=O)C(=O)NCc2cccnc2)cc1 (centres undefined)
assay / compound,25,26,27,28,29,30
Giardia FBPA inh,-2%,-2%,0%,0%,.,-1%
Sm TGR block,5%,-3%,-4%,3%,-22%,-20%
AmpC no deterg,1%,-9%,-9%,-23%,1%,-4%
AMA1-RON2 inh,-14%,12%,9%,2%,0%,-3%
AmpC detergent,6%,-2%,8%,1%,3%,-8%
HCMV inh,-21,26,29,?,-2,23

31: COc1cccc(N2CCN(C(=S)NCc3ccco3)CC2)c1
32: O=C(/C=C/c1ccc(Cl)c(C(F)(F)F)c1)N1CCN(c2ccccn2)CC1
33: COCCNC(=O)CSc1c2c(nc3ccc(Cl)cc13)CCCC2
34: CCC(CO)NCc1ccc(Br)cc1 (centres undefined)
35: Cc1onc(-c2ccccc2)c1C(=O)OCCOc1ccccc1F
36: COc1ccc(CCNc2oc(Cc3cccc4ccccc34)nc2C#N)cc1OC
assay / compound,31,32,33,34,35,36
Giardia FBPA inh,4%,0%,0%,-12%,-3%,-7%
Sm TGR block,4%,-2%,-5%,3%,6%,1%
AmpC no deterg,-11%,20%,26%,-8%,-16%,94%[activator]
AMA1-RON2 inh,34%[activator],-19%,-2%,10%,44%[activator],?
AmpC detergent,-3%,-7%,-8%,7%,-2%,-1%
HCMV inh,7,-2,16,?,?,-17

37: Cc1cccc(NS(=O)(=O)c2ccc(OCC(=O)N3CCCC3)cc2)c1
38: Fc1cccc(Cc2noc(CN3CCCN(C4Cc5ccccc5C4)CC3)n2)c1
39: CC(=O)c1cc(Cc2csc(C(C)=O)c2)cs1
40: CN(Cc1ccccc1)C(=O)c1ccccc1C(=O)O
41: COCCCN1C(=O)/C(=C\c2cccs2)C(C(=O)OC)=C1C
42: Nc1c(-c2cccs2)cnn1-c1nc(-c2ccc(F)cc2)cs1
assay / compound,37,38,39,40,41,42
Giardia FBPA inh,.,3%,1%,4%,-4%,2%
Sm TGR block,2%,?,-2%,?,?,9%
AmpC no deterg,0%,-47%,-7%,-12%,-11%,-14%
AMA1-RON2 inh,1%,4%,-2%,-3%,-11%,33%[activator]
AmpC detergent,-2%,-9%,-19%,-13%,?,3%
HCMV inh,-15,-11,107,-36,26,46

43: Cc1cccc(NC(=O)c2cc3c(=O)n4ccccc4nc3n(CC(C)C)c2=N)c1
44: CCC1CCCCN1CCCNC(=O)CCCOc1cc(=O)n(C)c2ccccc12 (centres undefined)
45: CCOC(=O)C1C(=O)C=C(c2cccs2)CC1c1ccccc1 (centres undefined)
46: O=C(O)c1cc(NS(=O)(=O)c2ccc(N3CCOCC3)c([N+](=O)[O-])c2)cc(C(=O)O)c1
47: COc1cccc(N(C(=O)c2snc(C(N)=O)c2N)C(C(=O)NCc2ccccc2)c2ccc(O)cc2)c1 (centres undefined)
48: Cc1ccc(CNC(=O)c2cc(=O)c3ccc(C)cc3o2)cc1
assay / compound,43,44,45,46,47,48
Giardia FBPA inh,6%,-1%,7%,15%,13%,3%
Sm TGR block,17%,9%,-11%,2%,-14%,8%
AmpC no deterg,-18%,1%,-5%,-11%,-23%,-25%
AMA1-RON2 inh,10%,0%,-1%[2.32 µM],-11%,5%,5%
AmpC detergent,0%,-12%,?,-14%,-6%,0%
HCMV inh,100,69,?,15,-33,?

49: CCN(C[C@H]1N[C@@](C)(C(=O)OC)[C@H]2C(=O)N(Cc3ccccc3)C(=O)[C@@H]12)C(=O)Nc1ccc(Cl)cc1
50: Cc1c(CCC(=O)NCCC(=O)O)c(=O)oc2c(C)c3oc4c(c3cc12)CCCC4
51: CCn1nc(C)cc1-c1nnc(SCC(=O)Nc2ccccc2)n1CCCOC
52: COc1cc(C2NC(=O)N(C)C3=C2C(=O)N(c2ccccc2)C3)ccc1O (centres undefined)
53: O=C(O)/C=C\c1ccccc1Oc1ccc(F)cc1
54: CCOC(=O)c1ccc(S(=O)(=O)NNC(=O)COc2ccccc2C)cc1
assay / compound,49,50,51,52,53,54
Giardia FBPA inh,.,-3%,3%,.,25%,1%
Sm TGR block,.,-8%,5%,?,1%,1%
AmpC no deterg,83%[activator],21%,19%,.,-10%,-21%
AMA1-RON2 inh,6%,0%,-3%,.,18%,22%
AmpC detergent,.,5%,-10%,-3%,?,1%
HCMV inh,12,?,-9,-97*,-21,22

55: CCOC(=O)CSc1nc2ccccc2c(=O)n1CCc1ccc(OC)c(OC)c1
56: COC(=O)C1(CCSC)NC(c2ccc(OC)cc2OC)C2C(=O)N(c3cccc(C(C)=O)c3)C(=O)C21 (centres undefined)
57: O=S(=O)(Nc1ccccc1C(F)(F)F)c1ccc(N2CCCCS2(=O)=O)cc1
58: C/C=C/C=N/Nc1nc(C)cc(=O)[nH]1
59: CCCCNCc1nc2ccccc2c(=O)[nH]1
60: CCCC1CCc2[nH]nc(C(=O)NN)c2C1 (centres undefined)
assay / compound,55,56,57,58,59,60
Giardia FBPA inh,.,-4%,.,-21%,-23%,.
Sm TGR block,-5%,-10%,1%,5%,2%,-6%
AmpC no deterg,.,100%[activator],.,-13%,-22%,-17%
AMA1-RON2 inh,.,-2%,.,77%[activator],87%[activator],97%[activator]
AmpC detergent,-8%,-4%,15%,0%,2%,-6%
HCMV inh,11,21,0,16,-29,-27

61: O=S(=O)(NCc1cc(-c2ccccc2)no1)c1ccccc1Cl
62: Brc1ccc(CN2C3=NCCCN3c3ccccc32)cc1
63: CC(C)Cn1c(SCC(=O)N2CC(=O)Nc3ccccc32)nc2ccccc21
64: Cc1nnc(SCc2cc([N+](=O)[O-])cc3c2OCOC3)n(N)c1=O
65: CCc1cccc(NS(=O)(=O)c2c(C)n[nH]c2C)c1
assay / compound,61,62,63,64,65
Giardia FBPA inh,-4%,6%,3%,1%,?
Sm TGR block,0%,-1%,1%,2%,-6%
AmpC no deterg,-29%,-3%,-11%,-46%,-10%
AMA1-RON2 inh,-9%,-11%,4%,-9%,-9%
AmpC detergent,?,-1%,0%,-2%,?
HCMV inh,?,?,-39,5,41
